Bioassay records: PubChem, several laboratories
CHOP inhibitor: inhibitors of CHOP induction in ER stress response | CHO-K1 CHOP-promoter luciferase, tunicamycin-induced, 15-18 h | inhibition, % at 10 µM | hit rate 3.8% among 220,000 | AID 2732;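 active = compounds that reduced the stress-induced luciferase reporter signal by more than about 70% of percent inhibition, limit read from the data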;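 note: 0% = tunicamycin plus vehicle and 100% = wells without tunicamycin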
TRPML3 agonist: activates the human TRPML3 channel; activation, % at 3 µM; Q8TDD5; HEK293 TRPML3-YFP, Fluo-8 calcium fluorescence; 100% = the carbachol control signal; hit rate 0.29% among 220,000;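 active = activation above its plate's cutoff, the mean activation of the plate's test wells plus 3 SD, cut at about 12% in these data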;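 note: 0% = DMSO only wells and 100% = carbachol wells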
Target sequence (Q8TDD5 whole entry, looked up): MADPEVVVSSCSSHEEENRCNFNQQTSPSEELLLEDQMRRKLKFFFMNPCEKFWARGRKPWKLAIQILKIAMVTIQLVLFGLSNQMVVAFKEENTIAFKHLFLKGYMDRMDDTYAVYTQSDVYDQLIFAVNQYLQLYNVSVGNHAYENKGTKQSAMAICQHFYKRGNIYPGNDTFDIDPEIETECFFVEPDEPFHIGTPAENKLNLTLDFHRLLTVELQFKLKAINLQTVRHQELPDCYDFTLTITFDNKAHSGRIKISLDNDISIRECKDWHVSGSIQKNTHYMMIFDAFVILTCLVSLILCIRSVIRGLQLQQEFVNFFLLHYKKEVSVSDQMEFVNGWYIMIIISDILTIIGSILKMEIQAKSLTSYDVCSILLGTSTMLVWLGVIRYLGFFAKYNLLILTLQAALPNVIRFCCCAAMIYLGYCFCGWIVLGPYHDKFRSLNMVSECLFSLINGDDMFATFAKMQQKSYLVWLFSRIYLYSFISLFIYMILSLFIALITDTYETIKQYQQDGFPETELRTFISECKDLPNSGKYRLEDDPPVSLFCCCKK
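Material: TRPML3-YFP stable HEK293 cells | Dosing: One concentration, 3 µM nominal, 0.3% DMSO | Timing: 125 s total fluorescence read per well | Technique: Fluo-8 calcium dye fluorescence, ex 470-495, em 515-575 nm | Measure: Percent activation from peak-to-basal fluorescence ratio, scaled between DMSO and carbachol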
RBBP9 inh: blocks human serine hydrolase RBBP9; O75884; hit rate 0.2% among 220,000; inhibition, % at 7.94 µM; AID 1515; recombinant RBBP9, FP-Rh probe fluorescence polarization;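 active = inhibition above the campaign mean of all tested compounds plus 3 SD, cut at about 14% in these data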;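 note: plate controls were DMSO wells with RBBP9 for no effect and wells lacking RBBP9 protein for full effect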
Target sequence (O75884 whole entry, looked up): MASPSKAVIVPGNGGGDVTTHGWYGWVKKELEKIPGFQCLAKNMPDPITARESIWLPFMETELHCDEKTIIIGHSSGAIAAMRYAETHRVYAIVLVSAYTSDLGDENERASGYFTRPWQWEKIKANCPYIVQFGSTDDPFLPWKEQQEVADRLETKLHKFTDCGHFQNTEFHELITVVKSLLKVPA
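Material: RBBP9 protein. Amount: RBBP9 at 2.5 µM in dispensed solution, before mixing. Schedule: 30 min then 45 min, 25 °C. Medium: Tris buffer pH 8.0, NaCl, Pluronic. Measured by: fluorescence polarization. Measure: percent inhibition from mP, scaled between DMSO and no-protein wells. Replication: one well per compound.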
PPC-1+TRAIL kill: compounds killing PPC-1 cancer cells with TRAIL present (potentiator screen, no TRAIL-free arm). PPC-1 cells + TRAIL, ATPLite viability luminescence. cell killing (% activity), % at 4 µM. hit rate 0.41% among 220,000;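 active = cell killing above 50% in the first pass at 4 µM, then a duplicate retest at 5 µM averaging 50% or more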;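 note: plate controls were cells with TRAIL plus DMSO for no effect and medium-only wells lacking cells for full effect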
TNF death inh: TNF-alpha cell death inhibition in Jurkat FADD-/- cells | Jurkat FADD-/- TNF necroptosis rescue, ATP luminescence, 24 h; 0 = TNF only, 100 = no-TNF cells | activation (protection from cell death), % at 10 µM | hit rate 0.068% among 220,000 | AID 463075;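 active = activation, meaning protection from cell death, of at least 50% relative to plate controls; inactive = activation below 50%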;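 note: necroptosis triggered by 40 ng/mL TNF-alpha added together with compound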
TRPN1 ag: activates the zebrafish TRPN1 channel; HEK293 zebrafish TRPN1-YFP, Fluo-8 calcium fluorescence; 100% = response to 87 µM carbachol; activation, % at 3 µM; hit rate 0.18% among 220,000; AID 1424;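 active = activation above its plate's cutoff, the mean activation of test wells on that plate plus 3 SD, cut at about 19% in these data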;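 note: 0% = DMSO alone and 100% = 87 µM carbachol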
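Control set: carbachol 87 µM as high control, DMSO as low control; system: HEK293 stable line with zebrafish TRPN1-YFP; read-out: % activation versus carbachol response; detection: intracellular calcium fluorescence with Fluo-8; doses: single test compound dose, 3 µM nominal, 0.3% DMSO; schedule: dye 1 h 37 °C plus 30 min RT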
Wee1 stabilizer: blocks degradation of human Wee1 kinase. P30291. HeLa Luc-Wee1K328M stability, luciferase luminescence; 100% = proteasome inhibitor MG132 effect. reporter increase, % at 5 µM. hit rate 1.2% among 220,000. AID 1321;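 active = activation above the mean of all tested compounds plus 3 SD, set per screening run, cut at about 8.8% in these data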;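 note: cells exposed to compound for 20 h before luminescence read; 0% = DMSO alone and 100% = MG132 at 30 µM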
BaF3 tox: parental Ba/F3 viability inhibition as JAK2V617F counter-screen; CellTiter-Glo ATP luminescence; inhibition, % at 5.6 µM; hit rate 1.1% among 220,000; AID 1486;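 active = inhibition above a per-campaign cutoff, the mean inhibition of all tested compounds plus 3 SD, cut at about 27% in these data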;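 note: 0% = DMSO wells and 100% = JAK Inhibitor I control wells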
Ba/F3 V617F tox: reduce viability of Ba/F3 cells dependent on JAK2V617F; AID 1446; hit rate 1.1% among 220,000; inhibition, % at 5.6 µM; Ba/F3 EpoR-JAK2V617F viability, ATP luminescence;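 active = inhibition above the campaign mean plus 3 SD over all tested compounds, cut at about 24% in these data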;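 note: cytokine-independent growth of Ba/F3 cells driven by EpoR plus mutant JAK2; 0% = DMSO-treated cells and 100% = JAK inhibitor I control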
The depositor's hits bear a star; x = no result given.

Start of the data: the first four entries (preview)
SMILES	CHOP inhibitor	TRPML3 agonist	RBBP9 inh	PPC-1+TRAIL kill	TNF death inh	TRPN1 ag	Wee1 stabilizer	BaF3 tox	Ba/F3 V617F tox
Cc1cc(C)cc(NC(=O)CCN2CCCC2)c1	11	0.7	-1	14	1.3	0.5	-2	9	1
c1ccc(-c2nnc3n2CCCC3)cc1	11	0.9	-7	6	0.1	0.3	-1	10	1
COC(=O)c1cccc(NC(=O)c2ccc(S(=O)(=O)N3CCN(C)CC3)cc2)c1	10	0.9	-10	12	-2.1	3.2	2	2	1
c1ccc2c(c1)Cn1c-2nc2ccccc21	0	-0.9	-1	26	-0.9	-2.0	4	14	10

This part in full, previewed entries included:
SMILES	CHOP inhibitor	TRPML3 agonist	RBBP9 inh	PPC-1+TRAIL kill	TNF death inh	TRPN1 ag	Wee1 stabilizer	BaF3 tox	Ba/F3 V617F tox
Cc1cc(C)cc(NC(=O)CCN2CCCC2)c1	11	0.7	-1	14	1.3	0.5	-2	9	1
c1ccc(-c2nnc3n2CCCC3)cc1	11	0.9	-7	6	0.1	0.3	-1	10	1
COC(=O)c1cccc(NC(=O)c2ccc(S(=O)(=O)N3CCN(C)CC3)cc2)c1	10	0.9	-10	12	-2.1	3.2	2	2	1
c1ccc2c(c1)Cn1c-2nc2ccccc21	0	-0.9	-1	26	-0.9	-2.0	4	14	10
Cc1ccccc1NC1=NC(C)(C)N=C(N)N1	2	0.2	-4	34	-2.0	0.8	-2	-1	-3
CN1CCn2c1nc(N1CCOCC1)nc2=O	-11	0.1	6	9	-3.0	0.8	2	5	2
CCN(CC)c1ccc(NC(=O)c2ccco2)c(C)c1	27	0.4	-10	10	-1.6	-0.7	0	4	-3
Cc1ccc(CSc2nnc(-c3ccccn3)n2C)cc1	1	-0.5	-7	-4	-0.7	-0.7	-2	6	0
CC(=O)N1CCN(c2cc(N3CCCC3)c(F)cc2[N+](=O)[O-])CC1	1	-0.2	-5	10	-0.6	0.1	-1	7	2
O=C(N/N=C/c1cccc([N+](=O)[O-])c1)c1ccc(Br)cc1	14	0.3	-7	x	-1.1	0.0	2	4	-1
CCCCSCc1nc2ccccn2c1Br	3	0.5	-11	3	0.8	-1.0	0	9	-1
OC(CNCc1ccccc1Cl)C(F)(F)F (stereo not given)	-3	1.1	2	19	-0.5	-0.1	1	5	1
Cc1ccc(/C=N\NC(=O)/C(=C\Nc2nccc(C)n2)NC(=O)c2ccccc2)cc1	-5	0.5	3	22	-0.4	0.1	2	-5	-1
CCOC(=O)C1CCCn2c1nc1sc3c(c1c2=O)CCCC3 (stereo not given)	-29	0.5	-2	-12	-0.8	-0.1	0	9	1
O=C(/C=C/c1cccc([N+](=O)[O-])c1)Nc1cccc(NC(=O)c2ccco2)c1	-1	1.0	-10	4	-2.8	2.5	-1	8	-1
O=S(=O)(Nc1cccc(Oc2cnccn2)c1)c1ccc(F)cc1	14	-0.2	1	26	0.5	-0.4	2	12	0
O=C(COC(=O)c1cncc(Br)c1)NCc1ccc2c(c1)OCO2	12	0.5	-9	5	0.9	0.6	1	5	-1
CCC[N+](CC#Cc1ccccc1)(CCC)CC(=O)OCC	38	0.7	8	1	0.8	1.5	-4	3	0
COc1ccc(S(=O)(=O)Nc2ccc(NC(C)=O)cc2)cc1OC	1	0.5	-5	24	-1.8	-0.3	4	6	1
COCC(C)NC(=O)/C(=C/c1ccccc1)c1ccccc1 (stereo not given)	22	0.0	-9	12	-0.7	-1.3	0	-2	-1
Cc1csc(C(=O)NN)c1N(C)C	11	-1.3	-2	2	1.2	-0.4	7	0	-2
COc1cccc(CC(=O)N2CCN(c3ccccc3[N+](=O)[O-])CC2)c1	-17	0.7	-6	15	2.2	1.0	1	1	-4
CC(=O)OC1c2ccccc2C(=O)N1Cc1ccccc1Cl (stereo not given)	28	0.1	-7	-11	0.6	0.1	6	3	-3
CCOc1ccc(NC(=O)CSc2nnc(C3CC3)n2C)cc1	23	0.6	-7	-22	0.5	2.2	0	5	2
CCOC(=O)c1ccc(N/C=C2/CCCC(C)C2=O)cc1 (stereo not given)	34	0.3	-4	2	1.6	-1.7	-2	11	2
CCOC(=O)c1c(NC(=O)CSc2nnc(-c3c[nH]c4ccccc34)n2CCOC)sc2c1CCCC2	13	-0.5	-2	-11	0.5	-0.1	-2	5	-4
Cc1cc(C(=O)N/N=C2\CC(=O)CC(C)(C)C2)n[nH]1	-12	0.4	-1	28	-0.5	0.4	-3	3	-2
Cc1ccc(C(=O)CNc2ccc(C)c(Cl)c2)cc1	-14	0.7	-3	-1	0.2	1.6	-2	10	0
Cc1ccc(-n2[nH]c(C)c(C=Nc3ccc(Br)cn3)c2=O)cc1	80*	0.6	4	23	-4.8	0.6	1	11	8
CC(=O)c1ccc(NC(=O)N2CCN(c3ccc(C)cc3)C(C)C2)cc1 (stereo not given)	15	0.5	-2	2	-0.6	1.3	0	6	2
Cn1c(=O)c2c(SCc3ccccn3)nc(C3CC3)nc2n(C)c1=O	30	0.9	2	-11	1.8	0.5	-1	10	1
CC(C)c1nccn1S(=O)(=O)c1cccc([N+](=O)[O-])c1	30	-0.1	2	8	1.0	1.7	0	-1	-5
O=C(O)CCC(=O)Nc1ccc(Oc2ncnc3cc(Cl)ccc23)nc1	-18	2.0	-1	13	1.5	1.1	-3	3	-2
Cn1c(=O)c2c(nc(CN3CCN(c4cccc(Cl)c4)CC3)n2CCc2ccccc2)n(C)c1=O	x	-0.8	4	x	-3.3	-1.5	0	3	-4
CSc1sccc1/C=N/O	-5	0.1	-11	17	-1.4	0.1	1	5	5
COCc1cc(Sc2ccc(OC)cc2)nc(-c2ccccc2)n1	26	0.1	-9	15	1.4	2.9	4	5	-2
CCN(CC)C(=O)c1sc(NC(=O)c2ccoc2C)c(C(=O)OC)c1C	63	0.0	1	18	2.6	-0.2	0	-1	-4
CN(C)S(=O)(=O)c1ccc(C(=O)OCC(=O)NC(=O)NCc2ccccc2)cc1	23	0.9	-6	18	-1.0	0.8	0	0	-3
CC(=O)Nc1cccc(N/C(N)=N/c2nc(C)cc(C)n2)c1	-7	0.8	-12	-6	2.5	1.3	-3	-1	-2
CC1(C)CC(=O)C2=C(C1)NC(SCC(=O)Nc1ccccc1)=C(C#N)C2c1ccco1 (stereo not given)	24	-0.1	-4	13	0.2	1.8	7	1	-6
Cc1nn(C)c(C)c1C1C(C#N)=C(N)OC2=C1C(=O)CC(C)(C)C2 (stereo not given)	42	0.1	-8	27	0.4	1.3	0	2	2
CC1(C)CC2CC(C)(CN2S(=O)(=O)c2ccc(N)cc2)C1 (stereo not given)	33	1.5	1	20	0.6	-0.9	-3	6	-2
Cc1ccc(OCCn2cc(/C(N)=N/O)c3ccccc32)cc1C	42	-0.6	-8	4	0.5	-0.7	-3	1	-1
CCOC(=O)CN1N=C(c2ccc(Cl)s2)CSC1=O	21	-0.9	2	20	2.5	-2.7	-2	7	0
CC(C)(C)c1ccc(Oc2ccc(NC(=O)c3ccccc3C(=O)O)cn2)cc1	33	0.8	-4	22	0.7	1.6	-1	6	7
O=C(N/N=C/c1ccc(F)cc1)c1cc(-c2ccco2)nc2ccccc12	31	-0.6	0	6	-12	1.0	-1	-1	-1
Cc1ccc2c(c1)N(CC(=O)NCc1ccco1)C(=O)C(C(C)C)O2 (stereo not given)	3	-0.6	-3	10	1.5	-0.9	3	-3	-2
NC(=O)C1CCN(CC(=O)Nc2ccccn2)CC1	64	1.1	0	12	-0.5	0.5	1	5	-2
COC(=O)c1sccc1NC(=O)CC1C(=O)NCCN1C(=O)c1c(F)cccc1Cl (stereo not given)	4	-0.6	1	-1	-0.9	0.3	-2	1	-5
Cn1c(=O)cc(SCC(=O)NCCCN2CCOCC2)c2ccccc21	13	0.5	-4	8	1.1	1.2	-2	-2	-1
S=C(Nc1ccc(N2CCOCC2)cc1)Nc1ccc2snnc2c1	-10	-0.5	4	15	0.7	0.7	6	7	1
CC(=O)N(C)c1ccc(NC(=O)Nc2ccccc2C)cc1	-1	0.6	-5	12	-2.5	0.5	3	11	2
Cc1ccc(NC(=O)CN2CCN(CCN=CC3=C(O)CC(c4ccccc4)CC3=O)CC2)cc1 (stereo not given)	28	0.7	-9	15	1.1	0.2	2	4	0
COC(=O)CS(=O)(=O)c1ccsc1C(=O)Nc1ccc(F)cc1	5	0.5	-14	9	0.3	-0.6	-1	5	-2
O=C1COc2ccc(S(=O)(=O)Nc3ccc4c(c3)OCO4)cc2N1	27	0.5	-7	-6	-0.5	1.4	0	7	2
COc1ccc(N(CC(=O)Nc2cccc(C(F)(F)F)c2)S(C)(=O)=O)cc1	13	0.7	1	29	0.9	2.2	1	4	0
CSc1nc2ccccc2cc1/C=C(\C#N)c1ccc(Cl)cc1Cl	9	0.7	-10	-7	-2.7	1.5	-1	1	4
CC1(C)CC(=O)C(N=Nc2ccc(OC(F)F)cc2)=C(O)C1	7	1.9	-1	-3	0.1	4.0	1	6	5
Clc1ccc(CNc2nc(CN3CCOCC3)nc3scc(-c4ccccc4)c23)cc1	46	-0.1	-3	1	3.9	-1.4	4	2	-6
CC(NC(=O)C1CC2CCCC(C1)C2=O)c1ccccc1 (stereo not given)	25	0.5	5	-1	-0.7	-1.5	-2	-1	-4

Next part
SMILES	CHOP inhibitor	TRPML3 agonist	RBBP9 inh	PPC-1+TRAIL kill	TNF death inh	TRPN1 ag	Wee1 stabilizer	BaF3 tox	Ba/F3 V617F tox
COc1ccc2c(c1)C1=NN(/C(C)=C/C(C)=O)C(c3ccc(F)cc3)C1CC2 (stereo not given)	29	-0.1	-9	10	4.9	-1.4	-1	1	-3
COCCCNC(=O)CCCn1c(=O)c2ccccc2n(CC(=O)Nc2c(C)cc(C)cc2C)c1=O	10	-0.3	2	16	0.7	-1.5	-2	2	-2
CCN(CC)C(=O)C(=O)N/N=C/c1ccc(C(=O)O)cc1	-7	0.4	-7	2	1.3	1.2	-1	6	-4
COc1ccc(/C(C)=N/OCC(=O)N=Nc2c(O)[nH]c3ccccc23)cc1	63	0.9	-6	21	1.0	1.6	-1	5	1
CCOc1ccc(NC(=O)c2ccc(OC)cc2)cc1	-30	0.2	-6	26	-2.2	1.7	2	0	-2
CC1CCCCN1S(=O)(=O)c1cnc(Cl)c(Br)c1 (stereo not given)	-12	4.0	-18	-2	-1.1	-2.1	3	11	8
Cc1ccccc1NC(=O)/C=C/c1cccs1	6	-0.2	-4	2	-1.0	-0.5	1	12	5
C=COC(=O)CSc1snc(SCC(=O)OC)c1C#N	-12	0.7	3	-5	-0.5	-0.5	1	2	-2
COc1ccc2ccccc2c1CNCCCN1CCOCC1	-2	0.2	-10	22	1.8	0.9	1	8	5
